Screens as filed in PubChem BioAssay.
TR SRC2 fluor cs: Texas Red fluorescence interference in TRb-SRC2 counter-screen; TRb/SRC2 Texas Red total fluorescence interference; Potency, µM (series often up to 106 µM), for inactives: at the highest dose fluorescence change, negative = quenching; 280,000 tested, 0.29% active; AID 1479; active = well fitted curve in either direction with a large enough effect; inconclusive = small, poorly fitted or top-dose-only effect
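Human TRb ligand-binding domain at 0.6 uM with 20 nM Texas Red SRC2 peptide in Tris buffer containing 1 uM T3 and 5% DMSO, incubated with compound 5 h at ambient temperature. Total fluorescence (555/632 nm) calculated as parallel + 2 × perpendicular.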
RECQ1 inh: RECQ1 (human) helicase inhibition; P46063; RECQ1 DNA unwinding, red fluorescence kinetic read; Potency, µM (series often up to 57.3 µM), inactives show top-dose activity, negative = inhibition, usual class: inhibitors; 240,000 tested, 0.54% active; AID 2549;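 also: plate controls were vehicle for no effect and no enzyme for full effect; nearly all actives have a fitted effect of over 30% in size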
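RECQ1T1 50 nM; forked duplex (20 bp + 30-nt ss tails) 200 nM, ATP 2 mM final; pH 8.0, 2 mM MgCl2, 2.5 ug/ml poly(dI-dC); 15 min compound preincubation; discontinuous kinetic read over 2 h at RT.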
TRb SRC2 PPI: inhibitors of human thyroid hormone receptor beta-SRC2 interaction. 280,000 tested, 0.065% active. Potency, µM (series often up to 106 µM), without a hit: at the highest dose activity change, negative = inhibition, usual class: inhibitors. TRbeta-SRC2 peptide binding, fluorescence polarization; receptor liganded with 1 µM T3. P10828. AID 1469;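 also: plate controls were bound peptide for no effect and peptide without receptor for full effect; nearly all actives have a fitted effect of over 50% in size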
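Fluorescence polarization of 20 nM Texas Red SRC2 peptide (20-aa NR interaction domain) bound to 0.6 uM human TRb ligand-binding domain, with 1 uM T3, after 5 hr at ambient temperature; inhibition seen as decreased polarization.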
GAA inhib: blocks human lysosomal alpha-glucosidase | 200,000 tested, 0.005% active | purified human GAA, 4-MU-alpha-glucoside fluorescence | Potency, µM (titrated, usually from 76.9 µM), inactives show top-dose activity change, negative = inhibition, most hits filed as inhibitors | P10253 | AID 1466;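 also: plate controls were uninhibited enzyme wells for no effect and no-enzyme background for full effect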
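Enzyme (4 nM final) mixed with compound (up to 77 uM), then 4-MU-alpha-D-pyranoside (400 uM final) added; 20 min at room temperature, pH 5.0. Reaction stopped at pH 10, fluorescence read, AC50 derived by Hill fit.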
L3MBTL1 block: blocks human L3MBTL1. Q9Y468. AlphaScreen L3MBTL1–H3K9me1 peptide binding. Potency, µM (highest dose often 57.1 µM), without a hit: at the top dose activity, negative = inhibition, actives largely listed as inhibitors. 230,000 tested, 0.66% active. AID 485360; also: nearly all actives have a fitted effect of over 60% in size
Target sequence (Q9Y468 whole entry, looked up): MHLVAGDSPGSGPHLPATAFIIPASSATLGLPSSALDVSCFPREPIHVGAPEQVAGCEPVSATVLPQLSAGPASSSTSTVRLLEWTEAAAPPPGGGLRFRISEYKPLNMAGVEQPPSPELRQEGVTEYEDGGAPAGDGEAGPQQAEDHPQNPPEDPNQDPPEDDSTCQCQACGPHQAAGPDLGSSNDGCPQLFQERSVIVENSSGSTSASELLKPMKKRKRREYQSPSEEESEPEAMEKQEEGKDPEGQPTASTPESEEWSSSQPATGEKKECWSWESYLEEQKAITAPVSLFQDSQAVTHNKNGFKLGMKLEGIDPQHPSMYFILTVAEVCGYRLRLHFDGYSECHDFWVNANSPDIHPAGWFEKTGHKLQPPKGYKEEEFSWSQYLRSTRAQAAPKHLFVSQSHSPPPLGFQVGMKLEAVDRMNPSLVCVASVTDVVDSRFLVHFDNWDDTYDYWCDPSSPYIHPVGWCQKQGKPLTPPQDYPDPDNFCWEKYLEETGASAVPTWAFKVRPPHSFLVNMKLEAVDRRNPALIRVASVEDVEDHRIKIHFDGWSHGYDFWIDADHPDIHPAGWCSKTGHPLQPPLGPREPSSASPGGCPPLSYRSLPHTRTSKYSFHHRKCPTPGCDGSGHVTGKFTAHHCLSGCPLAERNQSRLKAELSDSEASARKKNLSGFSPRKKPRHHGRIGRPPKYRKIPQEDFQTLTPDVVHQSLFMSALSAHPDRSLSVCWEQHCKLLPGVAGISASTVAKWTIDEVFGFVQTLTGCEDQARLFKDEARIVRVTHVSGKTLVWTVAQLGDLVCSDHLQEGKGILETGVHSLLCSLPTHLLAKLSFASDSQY
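Read-out is AlphaScreen signal from streptavidin donor and nickel chelate acceptor beads (10 ug/mL final each) bridging L3MBTL1 (50 nM) and biotinylated K9-monomethylated H3(1-15) peptide (75 nM), after 30 min compound exposure at room temperature.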
GAA glycogen mod: alters human alpha-glucosidase cleavage of glycogen; 300,000 tested, 0.38% active; P10253; recombinant GAA, glycogen substrate, Amplex Red glucose oxidase fluorescence; Potency, µM (highest dose often 76.4 µM), for the others: top-dose activity change, negative = inhibition, hits mostly inhibitors; AID 2100;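 also: 0% = full enzyme reaction and -100% = no-enzyme basal signal; the screen sought inhibitors and activators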
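Natural-substrate format: glycogen cleavage by 4 nM human enzyme, glucose read by Amplex Red coupling (Ex 573, Em 610 nm). Normalized to enzyme and no-enzyme controls.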
GoLoco inh red: blocks human Gai1 binding to RGS12 GoLoco peptide, red readout | Gai1:RGS12 GoLoco peptide FP, rhodamine, 10 min | Potency, µM (top dose mostly 61.6 µM), for inactives: top-dose activity, negative = inhibition, most hits filed as inhibitors | 230,000 tested, 0.44% active | P63096 | AID 880; active = well fitted inhibition curve with a large enough effect, not every such curve was filed as active; inactive = no such curve, though single readings can be large or run the other way; also: nearly all actives have a fitted effect of over 30% in size; many of its hits are not listed in these tables
GAA spleen mod: inhibits or activates alpha-glucosidase in human spleen homogenate; 240,000 tested, 0.006% active; AID 2112; P10253; Potency, µM (titrated, usually from 79.9 µM), for the others: top-dose activity change, negative = inhibition, hits mostly inhibitors; human spleen homogenate, 4-MU-alpha-glucoside fluorescence;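 also: 0% = enzyme with vehicle and -100% = no enzyme basal signal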
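Compounds were titrated against alpha-glucosidase in spleen homogenate at pH 5.0, with 1 mM 4-methylumbelliferyl substrate for 40 min at 37 C. Reactions were quenched with pH 10 NaOH/glycine and fluorescence measured.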
* marks the source's active call; other numbers are inactive results; i = inactive; ? = inconclusive; · = no result given; & = joins results of further samples; [ ] = another dose, or the depositor's remark. Unless noted, calls follow the shape of the dose curve; as a rule, active = well fitted curve in the direction sought with a large enough effect; inconclusive = small, poorly fitted or top-dose-only effect, or another doubt; inactive = no such curve, though single readings can be large; an effect the other way counts as inactive or inconclusive. Unless noted, % is scaled to controls: 0 for no effect and ±100 for the full control effect; potency is read from the fitted curve at half-maximal effect. The list is partial. The share of hits here may be higher or lower than overall.

SMILES	TR SRC2 fluor cs	RECQ1 inh	TRb SRC2 PPI	GAA inhib	L3MBTL1 block	GAA glycogen mod	GoLoco inh red	GAA spleen mod
CCOC(=O)NC(Nc1nc2ccccc2s1)(C(=O)OCC)C(F)(F)F (stereo not drawn)	1%	-12%	-8%	?	1%	4%	1%	-1%
O=C1C(Cl)=C(Nc2ccc(O)cc2)C(=O)c2ccccc21	-14%	-7%	-4%	·	-2%	?	-16%	2%
CN1C(=O)/C(=C/c2ccc3c(c2)OCO3)N=C1c1ccccc1	-5%	-1%	0%	-3%	44%[activator]	4%	1%	1%
COc1ccc(CN(Cc2cc3cccc(C)c3n3nnnc23)C(=O)N2CCOCC2)cc1	-3%[53 µM]	-8%	3%[53 µM]	-3%	-2%	-1%	15%	-17%
Cc1ccc(-c2nnc(SCC(=O)CC(=O)Nc3ccccc3)n2C)cc1	-7%	4%	-2%	2%	0%	2%	2%	0%
C=CCNC(=S)NNC(=O)c1ccc(Br)cc1	-3%	-1%	2%	1%	6%	-13%	-4%	0%
CCOC(=O)c1nn(-c2ccccc2)c(=O)c2c(N)scc12	-8%	-3%	4%	-6%	-9%	-8%	-10%	-6%
Cc1cc(C(F)F)n2nc(C(=O)Nc3ccc(S(=O)(=O)N4CCCC4)cc3)nc2n1	1%	i	-12%	-6%	?	-8%	-1%	-8%
COc1ccc(C2C(C(=O)Nc3cccnc3)=C(C)Nc3nc(-c4cccs4)nn32)cc1OC (stereo not drawn)	1%	i	-23%	-4%	-5%	?	14%	-2%
CCN(CC)C(=O)CSc1nc2c(sc(=S)n2-c2ccccc2)c(=O)[nH]1	-5%	1%	1%	-5%	·	-9%	7%	0%
C/C(=N\NS(C)(=O)=O)c1ccccc1	-2%	4%	5%	1%	·	5%	-1%	0%
O=C1[C@@H]2Cc3ccccc3CN2C(=O)N1c1cccc(F)c1	2%	-14%	2%	-2%	·	-4%	-13%	2%
O=C(NNC(=S)Nc1ccc(F)c(Cl)c1)c1ccccc1Br	-1%	i	-6%	-10%	7%	?	8%	1%
O=[N+]([O-])c1ccn(-c2nc(-c3ccccc3)cc(C(F)(F)F)n2)n1	-3%	0%	-7%	0%	·	4%	-2%	-2%
Cc1ccc(C(=O)Nc2ccccc2N2CCN(C(=O)C(C)C)CC2)cc1C	1%	-8%	5%	-3%	-3%	-9%	65%[activator]	-1%
CCCOC(=O)/C=C/c1c(C)[nH]c(=O)[nH]c1=O	-4%	-4%	-4%	-5%	5%	1%	-4%	-4%
CC(C(=O)Nc1ccccc1Sc1ccccc1)N(c1ccccc1)S(C)(=O)=O (stereo not drawn)	0%	-13%	2%	-5%	2%	-1%	3%	-10%
COc1ccc(C2CC(=O)Oc3c(C(CCN4CCCC(C)C4)c4ccc(N(C)C)cc4)c(OC)cc(OC)c32)cc1 (stereo not drawn)	-1%&-4%	-14%	-3%&-1%	·	·	-5%	-6%	-13%&-4%
Cc1[nH]c2ccccc2c1/C=N/NC(=O)CNC(=O)c1ccco1	-1%	-7%	4%	·	7%	-4%	7%	0%
Cc1ccc(-c2cnc(NC(=O)CCC(=O)N3CCCCC3)n2C)cc1	-3%	-5%	-21%	2%	-7%	6%	12%	-10%

Only TR SRC2 fluor cs, for some of the entries so far:
Structure	TR SRC2 fluor cs
Cc1[nH]c2ccccc2c1/C=N/NC(=O)CNC(=O)c1ccco1	-1%
Cc1ccc(-c2cnc(NC(=O)CCC(=O)N3CCCCC3)n2C)cc1	-3%

Reprinted at random: 5 records from the list.
SMILES	TR SRC2 fluor cs	RECQ1 inh	TRb SRC2 PPI	GAA inhib	L3MBTL1 block	GAA glycogen mod	GoLoco inh red	GAA spleen mod
C/C(=N\NS(C)(=O)=O)c1ccccc1	-2%	4%	5%	1%	·	5%	-1%	0%
COc1ccc(C2CC(=O)Oc3c(C(CCN4CCCC(C)C4)c4ccc(N(C)C)cc4)c(OC)cc(OC)c32)cc1 (stereo not drawn)	-1%&-4%	-14%	-3%&-1%	·	·	-5%	-6%	-13%&-4%
O=C(NNC(=S)Nc1ccc(F)c(Cl)c1)c1ccccc1Br	-1%	i	-6%	-10%	7%	?	8%	1%
CC(C(=O)Nc1ccccc1Sc1ccccc1)N(c1ccccc1)S(C)(=O)=O (stereo not drawn)	0%	-13%	2%	-5%	2%	-1%	3%	-10%
CCCOC(=O)/C=C/c1c(C)[nH]c(=O)[nH]c1=O	-4%	-4%	-4%	-5%	5%	1%	-4%	-4%

Following part.
SMILES	TR SRC2 fluor cs	RECQ1 inh	TRb SRC2 PPI	GAA inhib	L3MBTL1 block	GAA glycogen mod	GoLoco inh red	GAA spleen mod
Cc1c(NC(=O)c2n[nH]c(=O)c3ccccc23)c(=O)n(-c2ccccc2)n1C	-4%	-2%	1%	0%	0%	-2%	-5%	-7%
O=C(Cc1cccs1)N/N=C/c1ccc(OCc2ccccc2)cc1	-9%	-5%	-5%	-5%	10%	-5%	4%	-1%
CCN(CC)c1ccc(/C=N/NC(=O)c2ccoc2C)cc1	-1%	-3%	4%	·	-12%	-10%	-3%	-1%
O=C(CO)N/N=C/c1ccccc1F	-1%	2%	1%	7%	-1%	6%	3%	2%
O=C(c1ccc2ccccc2n1)N1CCN(c2ccccc2O)CC1	1%	-8%	-16%	?	12%	?	-8%	-11%
O=C(c1ccco1)N1CCN(c2c(-c3ccccc3)c3cc(Cl)ccc3[nH]c2=O)CC1	-5%	i	0%	-2%	1%	0%	21%	-3%
CC(C)CC(=O)NC(=S)Nc1ccc(CN2CCOCC2)cc1	-4%	-1%	3%	·	8%	2%	5%	-13%
CSc1cccc(NC(=O)Cn2cccc2)c1	-1%	-1%	-1%	11%	-7%	3%	13%	-8%
O=C(N/N=C/c1cccnc1)c1cc(-c2ccccc2OCc2ccccc2)n[nH]1	-7%	i	6%	-8%	4%	6%	11%	-15%
Cc1sc2ncn(CC(=O)NCc3ccco3)c(=O)c2c1-c1ccccc1	-1%	i	-4%	13%	-20%	-12%	-1%	6%
COCCOC(=O)C1=C(C)OC(N)=C(C#N)C1c1ccco1 (stereo not drawn)	-8%	i	-4%	2%	10%	-1%	1%	1%
NC(=O)c1coc(-c2ccccc2)n1	-2%	i	-10%	1%	5%	10%	9%	0%
COc1ccc(NC(C)=O)cc1CNC(=O)COc1c(C)c(C)cc(C)c1C	-1%	-7%	-2%	-11%	3%	8%	6%	1%
Fc1ccc(Oc2cc(N3CCOCC3)nc(-c3ccccc3)n2)c(F)c1	2%	-1%	0%	7%	8%	-13%	-8%	-9%
O=Cc1ccccc1OCc1nnsc1Cl	-2%	?	-4%	11%	-28%	9%	-10%	-1%
CCNC(=S)N(Cc1ccc(OC)cc1)C1CC(=O)N(c2ccc(OCC)cc2)C1=O (stereo not drawn)	-6%	i	4%	-4%	-6%	-2%	20%	-4%
CCCCOC(=O)Nc1ccc(C(C)C)cc1	-3%	-8%	2%	-1%	30%[activator]	-3%	-7%	4%
CCCn1nnc(NC(=O)c2ccc3ccccc3c2)n1	-2%	-1%	-3%	2%	·	4%	4%	-3%
CCOC(=O)c1cnc2c(N=Nc3ccccc3)c(N)nn2c1N	-1%	-4%	-8%	1%	2%	-2%	-3%	-1%
O=C1NC(c2ccccc2)=C(c2ccc3ccccc3n2)C(c2ccccc2)N1 (stereo not drawn)	-4%	i	-4%	-9%	-7%	-6%	3%	2%
O=C(Oc1nsnc1N1CCCCC1)N1CCOCC1	1%	-8%	-19%	-3%	-23%	3%	-6%	-3%
Cc1noc(C)c1CSc1nc2ccccc2n1C	-1%	0%	-12%	-5%	-2%	1%	6%	10%
Cc1cc(C)n(C(=O)CSc2ccc(Cl)cc2)n1	0%	-1%	-8%	-5%	5%	1%	3%	2%
CCCCNC(=O)c1cc2cccc([N+](=O)[O-])c2[nH]1	-2%	15%	6%	·	·	12%	-1%	-3%
COc1cc(/C=C/C(=O)Nc2ccncc2)cc(OC)c1OC	-1%	-2%	0%	4%	3%	1%	7%	5%
Cc1cccc(Nc2nc(N)nc(CN3CCN(Cc4ccc5c(c4)OCO5)CC3)n2)c1	0%	-12%	-4%	-8%	-12%	6%	3%	-5%
Cc1ccc(CNC(=O)C2CCC(=O)N2CCc2ccccc2)cc1 (stereo not drawn)	0%	-12%	1%	-3%	9%	9%	14%	-1%
COc1ccc(/C(O)=C2/C(=O)C(=O)N(CCCC(=O)O)C2c2ccc(OC)c(OC)c2)cc1 (stereo not drawn)	0%	-4%	-23%	0%	13%	6%	7%	-3%
CCCc1[nH]nc2c1C(CCc1ccccc1)C(C#N)=C(N)O2 (stereo not drawn)	2%	i	3%	-6%	-5%	-7%	3%	5%
Cn1cc(Cl)c(/C=C(\C#N)S(=O)(=O)c2ccccc2)n1	-6%	-10%	-2%	·	3%	1%	-122%	7%
CCOc1ccc(C2NC(=O)NC(C)=C2[N+](=O)[O-])cc1OC (stereo not drawn)	-3%	3%	0%	·	·	0%	2%	4%
COc1ccccc1/C=c1\sc2nc(-c3ccco3)nn2c1=O	0%	?	0%	-2%	13µM*	3%	8%	3%
Cc1cc(S(=O)(=O)N(Cc2cccs2)Cc2ccccc2F)ccc1-n1cnnn1	1%	-16%	6%	5%	12%	-17%	4%	1%
CCOC(=O)C1(CC2CCCCO2)CCN(S(=O)(=O)c2ccsc2)CC1 (stereo not drawn)	-1%	-9%	-1%	?	11%	10%	10%	1%
Cc1nonc1N1CCN(Cc2cn[nH]c2-c2ccc3c(c2)OCO3)CC1	1%	i	3%	4%	-4%	-8%	2%	2%
CC(NC(=O)CN(c1cccc(C(F)(F)F)c1)S(=O)(=O)c1ccc(Cl)c([N+](=O)[O-])c1)c1ccccc1 (stereo not drawn)	-38%	-3%	-6%	-4%	-3%	14%	12%	-10%
CCOC(=O)c1c(C)nc(C)c(C(=O)OCC)c1-c1ccccc1	-2%	i	-1%	?	2%	-2%	11%	3%
Cc1ccccc1C(=O)NNC(=S)NC(=O)c1ccc(Cl)cc1Cl	-1%	-11%	6%	-3%	·	-1%	10%	-4%
